Assay outcomes deposited in PubChem by IUPUI and University of Michigan.
ST2 inh: IL1RL1 inhibition; inhibition, % for hits at 17 µM; AID 1259354; 2.3% of 78,000 active; AlphaLISA ST2-Fc/biotin-IL-33 interaction, 1 h; Q01638; in the data active = inhibition above about 30%; inconclusive = mostly about 10% to 28%
Target sequence (Q01638 whole entry, looked up): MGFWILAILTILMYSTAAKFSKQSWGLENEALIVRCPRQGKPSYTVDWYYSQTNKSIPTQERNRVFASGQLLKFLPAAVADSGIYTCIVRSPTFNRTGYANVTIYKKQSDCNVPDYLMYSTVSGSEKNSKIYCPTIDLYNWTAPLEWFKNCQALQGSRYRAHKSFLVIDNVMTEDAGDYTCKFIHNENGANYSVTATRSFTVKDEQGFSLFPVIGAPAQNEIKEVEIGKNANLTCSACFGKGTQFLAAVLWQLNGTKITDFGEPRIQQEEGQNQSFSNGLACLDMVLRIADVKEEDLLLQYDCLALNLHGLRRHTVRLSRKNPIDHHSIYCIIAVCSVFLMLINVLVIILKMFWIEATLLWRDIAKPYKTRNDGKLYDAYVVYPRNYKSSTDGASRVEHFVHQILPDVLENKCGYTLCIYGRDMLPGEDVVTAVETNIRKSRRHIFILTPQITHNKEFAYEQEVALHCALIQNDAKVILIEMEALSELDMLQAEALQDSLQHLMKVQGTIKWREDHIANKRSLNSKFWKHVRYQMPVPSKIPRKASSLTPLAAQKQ
* hit, by the source's call; i = inactive; ? = inconclusive. Only part of the results is shown; rates above refer to the full screens.

SMILES	ST2 inh
CCn1ccnc1CN(C)C1CCCN(CCCc2ccccc2)C1 (stereo unspecified)	?
O=C(CSc1nnc2c(n1)[nH]c1ccccc12)N=C1NC(=O)CS1	i
O=C(O)c1nccnc1C(=O)Nc1cc(Cl)ccc1Cl	?
O=C(c1ccc2c(c1)OCO2)C1CCCN(Cc2cccn2-c2ccccn2)C1 (stereo unspecified)	i
CCOc1ccc(C2CC(=O)C3=C(C2)Nc2ccccc2NC3c2ccccc2F)cc1OC (stereo unspecified)	i
CC(C)C(=O)Nc1ccc2oc3ccccc3c2c1	i
CCc1cc(CN2CC[C@@H](c3ccc4ccccc4c3)[C@H](O)C2)on1	i
O=C(NCc1cccs1)C1CCN(S(=O)(=O)c2cccs2)CC1	i
Cc1cc(C)n(C2CCN(Cc3c(CO)cnc(C)c3O)C2)n1 (stereo unspecified)	i
O=C(COc1ccccc1[N+](=O)[O-])Nc1cccc(C(F)(F)F)c1	?
O=[N+]([O-])c1cc2c(cc1CN1CCN(c3cccc(Cl)c3)CC1)OCO2	36%*
Cc1ccc(F)cc1-n1c(Cc2ccncc2)n[nH]c1=O	i
Cc1cc(C2(c3ccc(O)c(C)c3)C(=O)N(Cc3ccccc3)c3ccccc32)ccc1O	?
COc1cccc(C(=O)N2CCN(Cc3cnn(C)c3C3CC3)CC2)c1	?
O=C(C1CCCN1S(=O)(=O)c1cccc2nsnc12)N1CCCCC1 (stereo unspecified)	i
C=CCc1ccccc1OCC(O)CNC(C)C (stereo unspecified)	i
COCCCNC(=O)CSc1nc(-c2cccc(Cl)c2)nc2cc(=O)[nH]n12	i
Cc1nc(NCc2ccc(Cl)cc2)c2c(C)c(C)sc2n1	i
O=C1c2ccccc2C(Nc2ccc3c(c2)OCO3)N1Cc1ccccc1 (stereo unspecified)	?
COc1ccc(Cn2c(CNS(=O)(=O)c3ccccc3Cl)nc3cccnc32)cc1	i
O=C(Nc1ccccc1)C(=O)N1CCC(c2[nH]ncc2-c2ccccc2)CC1	?
O=S(=O)(Nc1ccccn1)c1ccc(N=Cc2ccc(Cl)c(Cl)c2)cc1	?
CCOC(=O)N1CCN(C(=O)C2CCC(=O)N(CCCc3ccccc3)C2)CC1 (stereo unspecified)	i
COc1ccc(-n2nc(C(=O)NCC3CCCO3)c3c4ccccc4n(C)c3c2=O)cc1Cl (stereo unspecified)	i
COc1ccc(-c2ccc3ncnc(N4CCN(C)CC4)c3c2)c2cccnc12	i

A second format for 3 compounds above.
Cc1ccc(F)cc1-n1c(Cc2ccncc2)n[nH]c1=O
  ST2 inh = i
Cc1cc(C2(c3ccc(O)c(C)c3)C(=O)N(Cc3ccccc3)c3ccccc32)ccc1O
  ST2 inh = ?
COc1cccc(C(=O)N2CCN(Cc3cnn(C)c3C3CC3)CC2)c1
  ST2 inh = ?

Next section:
SMILES	ST2 inh
CCCc1cc(N2CCCN(Cc3ccccn3)CC2)nc(C)n1	?
O=C(c1noc2c1CCCC2)N1CCOCC1	i
Brc1ccc2[nH]c3nc(SCCN4CCOCC4)nnc3c2c1	?
CC1(C)CC(=O)C2=C(C1)Nc1cc(C(=O)c3ccccc3)ccc1NC2c1ccc(O)cc1 (stereo unspecified)	?
N#Cc1ccccc1Cn1c(=O)n(-c2ccc(F)cc2F)c(=O)c2sccc21	?
Cc1ccc(Cc2cnc(CN(C)C)c(O)c2)cc1	i
O=[N+]([O-])c1ccc(CN2CCSCC2)cc1	i
CCOC(=O)C1CCCN(S(=O)(=O)c2ccc3c(c2)c(=O)n(C)c(=O)n3C)C1 (stereo unspecified)	i
Clc1ccccc1-n1ncnc1-c1cccc(Br)c1	?
CCCC1CC(C)C(=O)N(c2ccccc2Cl)C1=O (stereo unspecified)	i
O=C(NCCc1ccccc1)c1cc(-c2ccco2)on1	i
O=C(c1ccc2[nH]c(=O)c(=O)[nH]c2c1)N1CCCC2(CCNCC2)CC1	i
Cn1nc(C(=O)N2CCCC3(CC2)CNC(=O)O3)c2c1CCCC2 (stereo unspecified)	?
Cc1ccc(C)c(N2CCN(C(=O)CCn3c(=O)[nH]c4ccsc4c3=O)CC2)c1	i
COc1ccc(-c2nnc(SCc3ccc(OC)c([N+](=O)[O-])c3)n2-c2ccccc2)cc1OC	i
COc1ccc(C(=O)Nc2ccccc2F)cc1OC	i
COc1ccc(CC(=O)NCC2CCCN(Cc3cc4ccccc4o3)C2)cc1 (stereo unspecified)	i
Cc1cc(N2CCOCC2)nc(N2CCN(S(C)(=O)=O)CC2)n1	?
CC(C)c1cc(C(=O)N2C[C@@H]3C[C@H](C2)[C@@H]2CCCC(=O)N2C3)n[nH]1	i
CCOC(=O)C1Sc2ccccc2NC1=O (stereo unspecified)	i
CCC(=O)NC(Nc1c(C)n(C)n(-c2ccccc2)c1=O)C(Cl)(Cl)Cl (stereo unspecified)	i
O=S1(=O)C=CC(Cc2n[nH]c(Cc3ccccc3)n2)C1 (stereo unspecified)	i
COc1cc(C=Nc2ccc(Nc3ccccc3)cc2)c([N+](=O)[O-])cc1OC	57%*
CCO/C=C1\c2cc([N+](=O)[O-])ccc2-c2c1cc([N+](=O)[O-])cc2[N+](=O)[O-]	54%*
Cc1cccc(N2C(=O)CC(N3CCCCC3)C2=O)c1 (stereo unspecified)	i

(list continues)
SMILES	ST2 inh
COc1ccc(Br)c(N)c1	i
N#Cc1c(NC(=O)c2cc(-c3cccs3)on2)sc2c1CCC2	?
NC(=O)C1CCN(c2ncnc3c2cnn3-c2ccc(Cl)cc2)CC1	i
COCCNc1nc(-c2ccc(Cl)cc2)nc2ccccc12	i
Clc1ccc(-c2cn3ccsc3n2)cc1	i
CC(=O)c1cc(C(=O)Nc2ccc(I)cc2)oc1C	i
COc1cccc(CC2CN(C(=O)CCn3c(C)cccc3=O)CCO2)c1 (stereo unspecified)	i
CC(=O)N(CN1C(=O)C2CCCCC2C1=O)c1ccccc1C (stereo unspecified)	i
Cc1ccc(N2CC(=O)Nc3ccccc3S2(=O)=O)cc1C	i
COc1ccc(OCCSc2nc3ccc(Br)cc3[nH]2)cc1	?
CC(C)(CN1CCOCC1)CN1CCC2(CCCN(Cc3ccc(F)cc3)C2)C1 (stereo unspecified)	i
CN(C)c1ccc(-c2nnc([C@H]3CCN(C(=O)CCC(=O)O)C3)o2)cc1	i
CCn1c(C2CCN(C(=O)c3cc4c(s3)CCCC4)CC2)nn(C)c1=O	i
O=C(COc1ccccc1[N+](=O)[O-])N1c2ccccc2CCc2ccccc21	i
CCOC(=O)N1CCC(Nc2nncc(-c3ccccc3)n2)CC1	i
CCC1CN(C(=O)c2cc3ncccn3n2)CCC(=O)N1Cc1ccccc1 (stereo unspecified)	i
O=C(CN1CCN(Cc2ccccc2Cl)S1(=O)=O)Nc1ccc2c(c1)OCO2	i
Oc1c(CN2CCCCC2)cc(CN2CCCCC2)nc1-c1ccccc1	i
CC(=O)c1ccc(N2C(=O)C3CC=CCC3C2=O)cc1 (stereo unspecified)	?
Cn1c(-c2nccn2-c2ccc(Oc3nn[nH]n3)cc2)nc2ccccc21	i
CCN(c1ccc(C)c(C)c1)S(=O)(=O)c1ccc2c(c1)c(=O)n(C)c(=O)n2C	i
Cc1ccc(S(=O)(=O)Nc2ccccc2-c2ccccc2)cc1	i
CC1CCN(CC(=O)N2CCCc3c2c(=O)oc2ccc(OCc4ccccc4)cc32)CC1	?
C/C(=C/CO)CC[C@@H]1[C@@](C)(O)CCC2C(C)(C)CCC[C@]21C (stereo partly specified)	?
O=C(NCCCN1CCN(c2ccc(F)cc2)CC1)c1ccc2nc3ccccc3c(=O)n2c1	i

The list goes on:
SMILES	ST2 inh
CCn1nc(C(=O)N(C)Cc2ccco2)c2c1CCC(NCCSC)C2 (stereo unspecified)	i
CSc1sc(SC)c(C=O)c1Br	?
CCS(=O)(=O)N1CCCC(C(=O)NC(C)C)C1 (stereo unspecified)	i
Cc1ccc(C2(O)CCN(C(=O)c3cn4ccsc4n3)CC2)nc1	i
Cc1ccc(C(=O)N2CCCCC2CCn2ccnc2)cc1NC(=O)C1CC1 (stereo unspecified)	?
COc1cc(NC(=O)c2noc3c2CC(C(C)(C)C)CC3)cc(OC)c1OC (stereo unspecified)	i
O=C1CC(N2CCN(c3ccccc3)CC2)C(=O)N1c1ccc(Cl)cc1 (stereo unspecified)	i
O=C(Cn1c2ccccc2c(=O)c2ccccc21)Nc1cccnc1Cl	?
CN1C[C@@H](NC(=O)c2cccs2)C[C@H]1c1nc(-c2ccccn2)no1	i
O=C1N(CC2CCC2)CCCC1(O)CN1CCCOCC1 (stereo unspecified)	i
Cc1cccc(N=c2oc3cc(O)ccc3cc2C(N)=O)c1	i
CCSc1nnc(NC(=O)CCC2CCCC2)s1	i
CC(Cn1nnc2ccccc21)C(=O)O (stereo unspecified)	i
CCCCNC(=O)c1cccc(Br)c1	i
O=[N+]([O-])c1ccc(NCc2ccco2)c(F)c1	?
CCc1c(C(=O)N2CCC3(CCCN(CCOC)C3=O)C2)[nH]c2ccccc12 (stereo unspecified)	i
CN(C)/C=C/c1c(C#N)c2ncnc(-c3ccccc3)c2n1Cc1ccccc1	i
CCc1cc(N2CCN3CCN(C)CC3C2)nc(N2CCOCC2)n1 (stereo unspecified)	i
CC(Cn1cncn1)C(=O)NCc1cccnc1-n1cnc2ccccc21 (stereo unspecified)	i
CC(=O)Nc1ccc(N=Cc2c(C)c(Cl)c(C)c([N+](=O)[O-])c2O)cc1	i
Cc1ccc(C)c(NC(=O)C(C)SCc2ccccc2)c1 (stereo unspecified)	i
Cc1ccc(C2(O)CCN(Cc3cccc(-n4cccn4)c3)CC2)nc1	i
COc1ccc(OC)c(S(=O)(=O)Nc2ccc(Br)cc2)c1	i
CNC(=O)C1CCC(Cn2c(=O)c3sccc3n(CC(=O)Nc3ccc(C)c(C)c3)c2=O)CC1 (stereo unspecified)	i
Cc1c(C(=O)NC(C)c2ccccc2)oc2ccc(S(=O)(=O)N3CC(C)CC(C)C3)cc12 (stereo unspecified)	i

Next part.
SMILES	ST2 inh
CCc1c(C)nc2cc(-c3cccc(Br)c3)[nH]n2c1=O	?
O=C(O)c1cccnc1SC1CC(=O)N(c2ccc([N+](=O)[O-])cc2)C1=O (stereo unspecified)	i
O=C(Nc1ccccc1Br)c1ccccc1F	i
Cc1ccc(NCN2C(=O)c3ccc([N+](=O)[O-])cc3C2=O)c([N+](=O)[O-])c1	?
COc1ccc(C(=O)N2CCCC(C(=O)Nc3ccc(-c4cccc(F)c4)cc3)C2)o1 (stereo unspecified)	?
Cc1cc(C(=O)NC(CCC(=O)O)C(=O)O)c(C)o1 (stereo unspecified)	i
Cc1ccc2cc3cc(C(=O)NC4CC4)sc3nc2c1	?
Cc1cc2c(c(=O)o1)C(c1ccc(OCc3ccccc3)cc1)C(C#N)=C(N)O2 (stereo unspecified)	i
CCOC(=O)C1=C(C)Nc2nc(SCc3ccccc3)nn2C1c1cccs1 (stereo unspecified)	i
CCn1c(=O)c2c(n3c(SCC(N)=O)nnc13)-c1ccccc1CC21CCCCC1	i
O=C1CC(c2cccc(OCc3ccccc3)c2)c2cc3c(cc2N1)OCCO3 (stereo unspecified)	i
Cc1ccc(-c2ccnc(NCCc3nc(C(C)C)no3)n2)c(C)n1	?
O=C(Nc1sc2c(c1C(=O)Nc1ccc(Br)cc1)CCC2)c1ccco1	?
Cc1cccc(Cn2c(CNS(=O)(=O)c3ccc([N+](=O)[O-])cc3)nc3cccnc32)c1	i
O=C(Nc1nc(-c2ccccc2)cs1)c1ccncc1	i
Cc1ccc(-c2nnc(CNCC3CCCN(S(C)(=O)=O)C3)o2)n1C (stereo unspecified)	i
O=c1oc(Cl)c(Cl)c2ccccc12	i
O=C(NC1CCCCC1)N1Cc2[nH]cnc2C[C@H]1c1nc(-c2ccc(Cl)cc2)no1	?
CCCn1ncc(CN2CCCC(CO)(Cc3ccccc3)C2)c1C (stereo unspecified)	i
CCOc1ccc(NC(=O)C(c2ccccc2)c2ccccc2)cc1	i
Cc1ccc(C2C(C#N)=C(N)SC3=C2C(=O)CCC3)o1 (stereo unspecified)	i
Cc1cc(C)n(S(=O)(=O)c2cc(C)c(Cl)cc2Cl)n1	i
CC1C2(C)OC(=N)C(C#N)(C(c3ccncc3)O2)C1(C#N)C#N (stereo unspecified)	i
COC(=O)C1=C(N)OC2=C(C(=O)CCC2)C1c1ccc(Br)cc1 (stereo unspecified)	i
CSc1cccc(NC(=O)C2CCN(C(=O)Cc3ccccc3)CC2)c1	i
COCc1c(C(=O)N2CC[C@@H](c3ccc4c(c3)OCO4)[C@H](O)C2)noc1C	i
CCN(c1ccc(C)c(C)c1)S(=O)(=O)c1ccc2c(c1)CCN2C(=O)C1CC1	i
CCOC(=O)C1C(=O)C=C(c2ccc(OC)c(OC)c2)CC1c1ccccc1F (stereo unspecified)	?

In the list so far, 14 have an NH in an aromatic ring:
SMILES	ST2 inh
O=C(CSc1nnc2c(n1)[nH]c1ccccc12)N=C1NC(=O)CS1	i
Cc1ccc(F)cc1-n1c(Cc2ccncc2)n[nH]c1=O	i
COCCCNC(=O)CSc1nc(-c2cccc(Cl)c2)nc2cc(=O)[nH]n12	i
O=C(Nc1ccccc1)C(=O)N1CCC(c2[nH]ncc2-c2ccccc2)CC1	?
Brc1ccc2[nH]c3nc(SCCN4CCOCC4)nnc3c2c1	?
O=C(c1ccc2[nH]c(=O)c(=O)[nH]c2c1)N1CCCC2(CCNCC2)CC1	i
Cc1ccc(C)c(N2CCN(C(=O)CCn3c(=O)[nH]c4ccsc4c3=O)CC2)c1	i
CC(C)c1cc(C(=O)N2C[C@@H]3C[C@H](C2)[C@@H]2CCCC(=O)N2C3)n[nH]1	i
O=S1(=O)C=CC(Cc2n[nH]c(Cc3ccccc3)n2)C1 (stereo unspecified)	i
COc1ccc(OCCSc2nc3ccc(Br)cc3[nH]2)cc1	?
Cn1c(-c2nccn2-c2ccc(Oc3nn[nH]n3)cc2)nc2ccccc21	i
CCc1c(C(=O)N2CCC3(CCCN(CCOC)C3=O)C2)[nH]c2ccccc12 (stereo unspecified)	i
CCc1c(C)nc2cc(-c3cccc(Br)c3)[nH]n2c1=O	?
O=C(NC1CCCCC1)N1Cc2[nH]cnc2C[C@H]1c1nc(-c2ccc(Cl)cc2)no1	?
